From PubChem
ATXN2 expr inh – ATXN2 expression inhibition. Potency, µM (titrated, usually from 57 µM), without a hit: at the top dose activity change, negative = inhibition, actives largely listed as inhibitors. hit rate 0.72% among 360,000. HEK-293 ATXN2-luciferase reporter, luminescence, 24 h. AID 1745845; note: potency is the fitted concentration of half-maximal effect; % is set by controls: 0 for no effect and ±100 for the full control effect; nearly all actives have a fitted effect of over 55% in size
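qHTS (up to 57 uM final) was run with 24 h compound exposure of reporter cells at 37 °C. Each well was multiplexed: SteadyGlo luminescence measured ATXN2-luciferase expression after a fluorogenic Gly-Phe-AFC viability readout (25 uM final).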
Nrf2 activator – Nrf2 pathway activation; AREc32 ARE-luciferase reporter (MCF7-derived line), luminescence, 24 h; Potency, µM (doses to about 46.1 µM), for the others: at the top dose activation, actives largely listed as activators; hit rate 0.31% among 410,000; AID 624171; note: potency is the fitted concentration of half-maximal effect; % of control where 0% means no effect; nearly all actives have a fitted effect of over 65% in size
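AREc32 cells carrying an ARE-driven firefly luciferase, 1000 cells/well in OPTI-MEM with 5% FBS, dosed after overnight attachment and incubated 24 hr at 37 deg C. Steady-Glo luminescence read after 30 min at RT.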
IL-2 act – activators of IL-2; IL-2 activation reporter assay, cell-based qHTS; stimulated with anti-CD3/CD4/CD28 beads; in transgenic mouse T cells; activation, % (series mostly up to about 46 µM); AID 652025; hit rate 0.065% among 360,000; in the data active = activation above about 50%; inconclusive = mostly about 30% to 49%; note: 0% is about no effect
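Unstimulated transgenic mouse T cells preincubated 60 min with compound, then stimulated with anti-CD3/anti-CD4-coated beads plus anti-CD28 for 18 h at 37 degrees C. IL-2 response read as EGFP and DsRed fluorescence by plate cytometry.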
ATXN viability – reduces viability in counter-screen for ATXN expression inhibitors | hit rate 0.49% among 400,000 | S2 cells (HEK-293 line with an ATXN2-luciferase reporter) viability, CellTiter-Fluor protease fluorescence, 24 h | Potency, µM (titrated, usually from 56.7 µM), actives largely listed as cytotoxic; note: potency is the fitted concentration of half-maximal effect; nearly all actives have a fitted effect of over 40% in size
Nrf2 block – Nrf2 pathway inhibition. A549 ARE-Fluc reporter, luciferase luminescence, 18-24 h. Potency, µM (highest dose often 46 µM), for the others: at the top dose activity change, negative = inhibition, most hits filed as inhibitors. hit rate 2.1% among 360,000. AID 504444; note: potency is the fitted concentration of half-maximal effect; % is set by controls: 0 for no effect and ±100 for the full control effect; nearly all actives have a fitted effect of over 60% in size
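Reporter: ARE-Fluc in A549. Exposure: 18-24 h, 37 °C, 5% CO2, 5% FBS OPTI-MEM. Readouts: fluorescent cytotoxicity (CellTiter-Fluor), then luminescent Nrf2 signal after BugLite.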
TGFb inhibitor – inhibitors of TGF-b signaling; HepG2 CAGA-GFP TGF-b/SMAD3 reporter, GFP fluorescence, 18 h; TGF-beta stimulated, 500 pg/mL final; Potency, µM (series often up to 46.1 µM), without a hit: top-dose activity, negative = inhibition, usual class: inhibitors; hit rate 1.2% among 410,000; note: potency is the fitted concentration of half-maximal effect; % is set by controls: 0 for no effect and ±100 for the full control effect; nearly all actives have a fitted effect of over 65% in size
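Smad-responsive CAGA-GFP expression was quantified in HEPG2 cells exposed to compounds and 500 pg/mL final TGF-beta for 18 h at 37 degrees C; unstimulated wells defined full inhibition.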
EPAC2 ag – agonists of human EPAC2 (RAPGEF4); EPAC2 activation, biochemical qHTS; response scale: 100% = 6.5 mM cAMP response; hit rate 0.079% among 360,000; Potency, µM (titrated, usually from 154 µM), for the others: top-dose activation, most hits filed as activators; Q8WZA2; note: potency is the fitted concentration of half-maximal effect; nearly all actives have a fitted effect of over 50% in size
Target sequence (Q8WZA2 whole entry, looked up): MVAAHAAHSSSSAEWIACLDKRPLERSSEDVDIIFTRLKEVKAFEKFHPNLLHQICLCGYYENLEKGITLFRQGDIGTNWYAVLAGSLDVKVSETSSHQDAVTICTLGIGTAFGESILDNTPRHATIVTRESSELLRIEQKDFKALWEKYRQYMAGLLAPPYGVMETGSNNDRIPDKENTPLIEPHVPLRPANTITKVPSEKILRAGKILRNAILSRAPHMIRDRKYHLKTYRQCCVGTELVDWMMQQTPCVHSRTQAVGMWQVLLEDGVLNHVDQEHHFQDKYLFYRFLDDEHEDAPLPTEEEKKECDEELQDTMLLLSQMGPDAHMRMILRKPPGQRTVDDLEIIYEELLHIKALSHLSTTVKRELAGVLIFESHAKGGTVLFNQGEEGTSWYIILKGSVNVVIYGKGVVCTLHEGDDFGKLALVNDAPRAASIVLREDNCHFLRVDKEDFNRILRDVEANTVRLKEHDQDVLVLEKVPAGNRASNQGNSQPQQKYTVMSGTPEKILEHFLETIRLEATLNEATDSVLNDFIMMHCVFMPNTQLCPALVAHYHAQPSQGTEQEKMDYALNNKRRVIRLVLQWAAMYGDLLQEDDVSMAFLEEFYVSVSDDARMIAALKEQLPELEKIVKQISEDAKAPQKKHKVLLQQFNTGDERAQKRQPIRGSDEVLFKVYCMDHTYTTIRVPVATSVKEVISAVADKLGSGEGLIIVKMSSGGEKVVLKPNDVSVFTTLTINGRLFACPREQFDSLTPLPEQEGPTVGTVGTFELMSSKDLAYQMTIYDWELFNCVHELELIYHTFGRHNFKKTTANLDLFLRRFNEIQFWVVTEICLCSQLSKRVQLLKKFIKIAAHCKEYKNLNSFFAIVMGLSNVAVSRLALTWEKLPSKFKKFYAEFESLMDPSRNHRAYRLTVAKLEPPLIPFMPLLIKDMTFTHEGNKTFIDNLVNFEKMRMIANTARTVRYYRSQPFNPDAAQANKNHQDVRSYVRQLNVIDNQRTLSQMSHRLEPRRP
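Exchange assay: 100 nM EPAC2 with 250 nM Rap1B-BODIPY-GDP and 50 uM GDP. Fluorescence (ex 480/em 540 nm) read every 5 min for 30 min at room temperature. Data normalized to 6.5 mM cAMP as agonist control.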
A549 viability – A549 cytotoxicity, counter-screen for Nrf2 inhibitors; A549 ARE-Fluc cells, CellTiter-Fluor viability, 18-24 h; Potency, µM (doses to about 46 µM), for the others: top-dose activity change, negative = cytotoxicity, usual class: inhibitors; hit rate 0.16% among 390,000; note: potency is the fitted concentration of half-maximal effect; % is set by controls: 0 for no effect and ±100 for the full control effect
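A549 ARE-Fluc cells in 5% FBS OPTI-MEM, 5000 cells/well, rested 2 h then exposed to compounds in concentration-response for 18-24 h at 37 °C. Viability by CellTiter-Fluor fluorescence (Ex 405/Em 525) after 30 min; luciferase luminescence (BugLite, 15 min, RT) read afterwards.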
HepG2 viability – counter-screen for TGF-b inhibitors: cytotoxicity in HepG2 cells | HepG2 CAGA-GFP viability, ATP luminescence, 18 h | Potency, µM (doses to about 46.1 µM), inactives show at the top dose activity change, negative = cytotoxicity, most hits filed as cytotoxic | hit rate 0.76% among 410,000 | AID 588856; note: potency is the fitted concentration of half-maximal effect; some results filed as inactive show a strong effect at the top dose
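CellTiter-Glo luminescence gave cytotoxicity after 18 hours at 37 degrees C. The cells were HepG2 CAGA-GFP in 1% FBS DMEM, stimulated with 500 pg/mL TGF-beta after compound addition. %Activity was normalised to no-cell wells (complete cell-killing) and DMSO (no toxicity), and curves were fitted and classified.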
Active calls of the source: *; i = inactive; ? = inconclusive; nt = no result given; & = joins results of further samples; [ ] = another dose, or the depositor's remark. Unless noted, calls come from the whole dose curve; as a rule, active = well fitted curve in the direction sought with a large enough effect; inconclusive = small, poorly fitted or top-dose-only effect, or another doubt; inactive = no such curve, though single readings can be large; an effect the other way counts as inactive or inconclusive.

SMILES	ATXN2 expr inh	Nrf2 activator	IL-2 act	ATXN viability	Nrf2 block	TGFb inhibitor	EPAC2 ag	A549 viability	HepG2 viability
COc1cc(/C=N/N=C2/NC(=O)C(Cc3ccc(F)cc3)S2)ccc1O (configuration not stated)	-12.3%	12.0%	-0.4	?	?	-23.4%	-1.6%	-7.8%	-16.1%
O=C(NCCCc1ccccc1)c1cccc(S(=O)(=O)N2CCOCC2)c1	nt	-1.0%	-0.6	i	-7.4%	11.8%	7.2%	2.2%	-9.4%
COc1ccc(OC)c(NC(=O)C2(C)CCN2Cc2cccc(OC)c2F)c1 (configuration not stated)	?	5.0%	-0.8	?	nt	-18.8%	16.4%	nt	-9.6%
Cc1ccnc(NC(=O)CS(=O)(=O)Cc2ccccc2)c1	-2.8%	-0.4%	-0.8	i	-4.7%	-2.7%	4.7%	-7.4%	-9.8%
Cc1nc([N+](=O)[O-])cn1CC(=O)c1ccc(F)cc1	11.6%	3.1%	1.6	i	1.1%	-13.8%	16.6%	-1.2%	-14.6%
CC[C@@H](C)[C@H](NC(=O)CNC(=O)Cc1c(C)c2c(cc(C)c3c(C)coc32)oc1=O)C(=O)O	nt	-0.7%	-0.7	i	-2.4%	-10.0%	1.1%	11.2%	-10.9%
CC(/C=C\c1cccnc1)=C/C(=O)O	-5.1%&-1.0%	0.1%&-0.6%	-0.3&-0.1	i	-4.8%	-8.1%&22.4%	-7.2%&0.9%	15.2%&-6.1%	-19.2%&3.0%
COc1cc(OC)cc(C(=O)NCc2ccc3[nH]c(C)cc3c2)c1	11.2%	-0.1%	1.5	i	-20.9%	-10.7%	13.3%	3.5%	-17.8%
CCCCn1c(N)c(N(CC(C)C)C(=O)C2CCN(S(=O)(=O)c3ccccc3)CC2)c(=O)[nH]c1=O	-17.8%	0.0%	0.8	?	1.6%	-10.9%	1.0%	4.7%	1.1%
C=CCn1c(SCC(=O)c2cccs2)nnc1-c1cccc(OC)c1	2.2%	7.3%	-1.7	i	9.7%	?	5.0%	1.3%	-18.8%
Cc1nnsc1C(=O)N(Cc1ccccc1)C(C)C	nt	0.4%	-0.5	i	16.4%	2.2%	3.5%	0.7%	-0.9%
O=C(Nc1cnccn1)c1csc2ccccc12	35.5%[activator]	3.1%	-3.3	i	14.8%	0.5%	4.1%	0.0%	-2.7%
Cc1ccc2[nH]c(=O)c3cc(C(=O)N(C)c4ccc(Br)cc4)sc3c2c1	11.4%	3.5%	nt	i	?	-3.3%	nt	-2.6%	-20.4%
CCCCNC(=O)N(CC)c1c(N)n(Cc2ccccc2)c(=O)[nH]c1=O	13.7%	-0.8%	0.3	i	-11.6%	6.2%	2.6%	-3.4%	6.5%
CN(C)CCCNc1nc(-c2ccc(Cl)cc2)nc2ccccc12	nt	-0.3%	0.6	?	-7.0%	?	4.2%	5.2%	-56.2%
O=C(COc1ccccc1Br)NCc1ccco1	32.1%	?	-3.1	i	?	6.9%	5.3%	25.5%	-5.5%
Cc1nnc(SCC(=O)c2cc(C)n(C3CC3)c2C)s1	13.3%	0.4%	1.5	i	?	19.2%	-1.3%[15.6 µM]	1.9%	-5.3%
CN(Cc1cnn(C)c1)Cc1nc(COc2ccccc2)no1	27.8%	0.1%	-1.4	i	-2.1%	-1.5%	-11.8%	3.2%	4.8%
CN(C)S(=O)(=O)c1ccc(N2CCCC2)c(C(=O)Nc2nc3ccc(F)cc3s2)c1	9.6%	5.7%	-5.6	?	12.9%	?	1.1%	-14.1%	10.3%
COc1ccc(NC(=O)CN(C)C2CCCCC2)c([N+](=O)[O-])c1	11.5%	-0.2%	-3.3	i	5.8%	-7.5%	11.8%	2.0%	6.4%
Cc1cc(=O)oc2c3c(cc(OCC(=O)NCc4cccnc4)c12)OC(C)(C)CC3	-7.7%	1.2%	0.3	i	4.4%	0.1%	-3.2%	-3.5%	-26.3%
Cc1ccc(NC(=O)COC(=O)c2oc3ccccc3c2C)cc1S(=O)(=O)N1CCOCC1	0.5%	0.1%	-5.8	i	-0.2%	-11.0%	10.6%	-0.1%	-10.6%
CCOC(=O)C1CCN(C(=O)CSc2nnc(-c3ccco3)n2-c2ccccc2)CC1	4.8%	-0.6%	0.6	?	nt	?	6.2%	-1.0%	0.7%
COc1ccc2oc(=O)cc(CN(C)Cc3ccccc3)c2c1	-17.7%	-0.5%	-4.6	i	?	-7.2%	11.2%	4.8%	-13.7%
O=S1(=O)N[C@@H](CC2CCCCC2)COc2cc(Br)ccc21	0.0%	-1.2%	-0.9	i	-15.0%	-24.9%	6.1%	1.3%	-19.2%
O=C(NCc1ccc(Cl)cc1)C1CCN(C(=O)c2ccc(Cl)cc2)CC1	-15.1%	5.1%	-2.9	i	15.0%	-8.6%	4.3%	-0.3%	-42.7%
CC(C)(O)C#Cc1ccc(CNC[C@H]2O[C@@H](n3cnc(C(N)=O)n3)[C@H](O)[C@@H]2O)s1	8.7%	-0.7%	0.9	i	10.2%	-1.5%	6.8%	-0.7%	5.2%
COC(=O)c1c(NC(=O)c2ccco2)sc(C(=O)N2CCCC2)c1C	3.8%	6.9%	-0.1	i	-25.9%	1.5%	2.5%	-7.1%	-0.9%
Cc1onc(-c2ccccc2)c1C(=O)NCCc1c[nH]c2ccccc12	2.4%	-0.7%	1.2	i	-1.1%	8.8%	6.3%	0.9%	-6.4%
COc1ccc(OC)c(NS(=O)(=O)c2ccc(-c3cc(C)no3)s2)c1	nt	-1.0%	nt	nt	33.5%	0.0%	nt	-6.0%	-33.0%
COc1cccc(N/C=C/C(=O)c2ccc(C)cc2)c1	nt	14.1%	0.0	i	?	24.9%	11.6%	-5.3%	2.4%
CC1(C)OC(=O)CC1C(=O)NCc1ccccc1 (configuration not stated)	-6.0%	1.3%	0.3	i	7.5%	-9.3%	-0.3%	7.0%	-1.4%
O=C(OCC(=O)N1CCN(C(=O)COC(=O)c2ccccc2NCCO)CC1)c1ccccc1NCCO	8.4%	0.1%	1.1	i	11.8%	-23.3%	1.0%	0.5%	4.4%
CCc1nnc(NS(=O)(=O)c2ccccc2)s1	18.1%	0.0%	-0.4	i	-9.4%	-2.0%	7.4%	-2.0%	0.1%
CN(C)S(=O)(=O)c1ccc(Cl)c(C(=O)OCC(=O)NC(=O)NC2CCCC2)c1	nt	-0.8%	-0.1	?	6.5%	3.2%	1.5%	-1.8%	-21.2%
CC(C)CC(=O)Nc1ccc(F)c(Cl)c1	2.0%	4.6%	6.1	i	5.2%	-2.9%	6.3%	1.0%	-13.6%
O=C(NCC(c1ccco1)N1CCN(c2ccccc2)CC1)C1CCCCC1 (configuration not stated)	nt	-0.6%	-1.8	i	nt	2.7%	-1.5%	nt	-5.7%
Cc1ccc2c(CC(=O)Nc3cccc(C(F)(F)F)c3)coc2c1	?	3.5%	nt	i	-75.4%	?	nt	-19.1%	-51.3%
OCCCC1CCCCN1Cc1nc(Cc2ccccc2Cl)no1 (configuration not stated)	2.0%	0.0%	1.5	i	3.0%	4.4%	-5.3%	-2.1%	-0.3%
Cc1ccc2cc(F)c(F)c(F)c2n1	-1.1%	-0.3%	-0.4	i	nt	3.2%	4.9%	nt	-0.2%
CCOc1ccc(S(=O)(=O)NCCC(=O)NCCc2ccc(OCC)c(OCC)c2)cc1	-8.9%	-0.5%	-1.1	i	-0.9%	-25.3%	10.6%	-2.0%	-8.3%
CC(C)(C)NC(=O)CN1CCCN(C(=O)c2cccc(S(=O)(=O)N3CCc4ccccc43)c2)CC1	-10.2%	0.9%	0.0	i	2.0%	-25.1%	1.9%	-21.0%	-7.2%
COc1cccc(S(=O)(=O)N(C)C[C@H]2OCc3cn(nn3)CCCC(=O)N([C@@H](C)CO)C[C@@H]2C)c1	11.1%	-0.2%	-0.8	i	nt	0.4%	2.8%	nt	-11.8%
Clc1ccc(/C=N/N2CCN(Cc3ccccc3Cl)CC2)cc1	5.5%	-0.2%	-1.3	i	23.8%	-28.1%	7.9%	-9.9%	-32.7%
CCC(=O)Oc1ccc(/C=C(\C#N)c2nc3ccccc3[nH]2)cc1OC	24.1%	10.3%	nt	i	-21.0%	181.0%[activator]	nt	-6.1%	-26.7%
Cc1cc2ccccc2nc1SCC(=O)N1CCCC1	-0.7%	-1.0%	1.1	i	nt	?	3.3%	0.3%	-13.9%
O=C(O)CCS(=O)(=O)c1cccc2cccnc12	2.3%	1.0%	0.1	i	25.8%	18.3%	11.6%	2.4%	5.7%
O=C(NCc1n[nH]c(=S)n1-c1cccc(C(F)(F)F)c1)c1ccc(S(=O)(=O)N2CCCC2)cc1	nt	0.1%	-0.3	i	-14.1%	-2.8%	12.8%	1.8%	7.6%
CCCOc1ccc(NC(=O)CC2Nc3ccccc3NC2=O)cc1 (configuration not stated)	-23.6%	0.4%	0.8	i	5.7%	-16.6%	7.4%	1.8%	-24.0%
Cc1ccc(NCc2n[nH]c(=S)n2-c2cccc(Cl)c2)cc1	-18.5%	-0.2%	0.1	i	9.4%	-6.0%	-0.6%	-13.8%	-20.0%
CC(C)C(OC(=O)c1cc2sccc2n1C)C(=O)NCC1CCCO1 (configuration not stated)	-2.2%	0.2%	0.7	?	-17.6%	?	7.7%	-4.6%	-16.3%
